Assay outcomes deposited in PubChem BioAssay by several laboratories.
CAL PDZ FP-1 – blocks peptide binding to human CAL PDZ domain | 330,000 tested, 0.02% active | AID 504414 | inhibition, % at 20 µM | purified CAL PDZ, TMR-peptide fluorescence polarization, 1 h;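 active = highest replicate inhibition of at least 40%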;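 also: plate controls were DMSO neutral control wells for no effect and unlabeled competitor peptide control wells for full effect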
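Read-out basis: mP drop reported as inhibition | Assay system: Tagged CAL PDZ protein CerCALP, purified | Benchmarks: Unlabelled peptide for full inhibition, DMSO wells as neutral | Schedule: 1 h incubation at room temperature before polarization reading | Buffer or medium: Sodium phosphate/NaCl buffer pH 7.4 with TCEP, IgG, Thesit | Doses: Single point, 20 µM | Measured by: Fluorescence polarization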
DAGLB inhibitor – diacylglycerol lipase beta (human) inhibition. Q8NCG7. 340,000 tested, 0.059% active. HEK293T DAGLB membrane lysate, EnzChek fluorogenic substrate. inhibition, % at 5.17 µM; in the data active = inhibition above about 34%;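 also: 0% = enzyme with vehicle and 100% = wells lacking enzyme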
C-LANA FP – KSHV C-LANA DNA binding inhibition; MBP-C-LANA/FAM-LBS DNA binding, fluorescence polarization; inhibition, % at 9 µM; 340,000 tested, 0.078% active; AID 504423;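 active = highest replicate inhibition at or above 60% at 9 µM, even if other replicates fall short; inactive = all replicates below 60% inhibition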;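 also: 0% = neutral control wells and 100% = 4 µM acridine orange control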
V-ATPase pHluor – regulators of yeast V-ATPase proton transport. S. cerevisiae, pHLuorin cytosolic pH fluorescence. response, % at 10 µM. 350,000 tested, 0.37% active. AID 504577; in the data active = response mostly above about 7.3%, no sharp cut-off; inactive = mostly below about 5.4%; also: actives read high; inactives centre near 0; some compounds called inactive have numbers as strong as hits
CAL PDZ FP-2 – inhibitors of human CAL PDZ peptide binding; Q9HD26; purified CAL PDZ, TMR-peptide fluorescence polarization, 1 h; inhibition, % at 24.9 µM; 300,000 tested, 0.92% active; AID 602252;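 active = mean inhibition of at least 30% with at least half of replicates also reaching 30%; inconclusive = no clear call, values can overlap the other calls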;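 also: 0% = DMSO neutral control and 100% = excess unlabeled competitor peptide PRC23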
Cardiac RTF inh – cardiac RTF calcium desensitization. P19429+P45379. IANBD-labeled cardiac RTF, Ca2+ fluorescence. inhibition, % at 7.15 µM. 340,000 tested, 0.12% active. AID 493244;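 active = inhibition above the mean inhibition of all tested compounds plus 3 SD, cut at about 17% in these data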;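 also: assay run at fixed EC70 calcium of 1.6 mM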
NSD2 HMT inh – inhibitors of human histone methyltransferase NSD2; inhibition, % at 12.5 µM; O96028; 310,000 tested, 0.54% active; AID 743445; NSD2 peptide methylation, AlphaScreen, 120 min; in the data active = inhibition above about 50%
Pemphigus Ab inh – inhibitors of pemphigus antibody binding to human desmoglein-3; P32926; 310,000 tested, 0.48% active; DSG3-coupled beads, scFv-anti-DSG3-GFP binding, flow cytometry; hits give low values; AID 588358; binding (percent of control), % at 10 µM;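 active = binding more than 3 SD below its plate's average and above zero; inconclusive = below that plate limit but binding exactly zero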;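 also: hits lower antibody fragment binding to DSG3; some compounds called inactive have numbers as strong as hits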
Target sequence (P32926 whole entry, looked up, the tested form may be a part): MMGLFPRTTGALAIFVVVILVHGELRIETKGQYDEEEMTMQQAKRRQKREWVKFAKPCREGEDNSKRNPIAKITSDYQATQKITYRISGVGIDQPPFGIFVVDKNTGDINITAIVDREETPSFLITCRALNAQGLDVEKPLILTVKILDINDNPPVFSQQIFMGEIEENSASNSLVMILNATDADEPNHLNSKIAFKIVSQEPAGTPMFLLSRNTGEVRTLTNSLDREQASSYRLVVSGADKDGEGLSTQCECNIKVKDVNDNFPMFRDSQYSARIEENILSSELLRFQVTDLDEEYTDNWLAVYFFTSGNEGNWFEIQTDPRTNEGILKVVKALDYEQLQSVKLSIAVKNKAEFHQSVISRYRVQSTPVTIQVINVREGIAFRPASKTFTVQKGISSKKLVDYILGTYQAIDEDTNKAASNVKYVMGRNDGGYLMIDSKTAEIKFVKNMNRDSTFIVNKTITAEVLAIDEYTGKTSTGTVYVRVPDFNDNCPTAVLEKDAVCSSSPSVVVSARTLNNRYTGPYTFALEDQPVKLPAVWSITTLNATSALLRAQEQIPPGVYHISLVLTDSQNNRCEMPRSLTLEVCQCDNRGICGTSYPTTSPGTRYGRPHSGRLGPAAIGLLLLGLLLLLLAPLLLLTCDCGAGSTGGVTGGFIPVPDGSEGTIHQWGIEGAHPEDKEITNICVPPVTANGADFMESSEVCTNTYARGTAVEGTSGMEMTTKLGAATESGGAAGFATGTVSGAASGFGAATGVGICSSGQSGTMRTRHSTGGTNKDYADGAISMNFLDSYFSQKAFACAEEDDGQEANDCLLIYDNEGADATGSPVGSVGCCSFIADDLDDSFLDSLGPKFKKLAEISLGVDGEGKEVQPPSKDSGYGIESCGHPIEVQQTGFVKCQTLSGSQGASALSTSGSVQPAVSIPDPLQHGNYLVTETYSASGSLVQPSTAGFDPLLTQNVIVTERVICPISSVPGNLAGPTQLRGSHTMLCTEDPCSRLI
Arr AP2 block – blocks beta-arrestin peptide binding to AP2 adaptin | FITC-arrestin peptide / GST-AP2 beads, flow cytometry; AP2 beta2 appendage carries R879A mutation | AID 504490 | inhibition, % at 10 µM | 340,000 tested, 0.31% active;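 active = inhibition above a set limit, near 3 SD of compounds lacking own fluorescence, cut at about 54% in these data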;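 also: plate controls were DMSO wells for no effect and 5 µM unlabelled arrestin peptide for full effect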
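System: GST-AP2 R879A glutathione beads | Also added: FITC-arrestin peptide, 50 nM | Times: 12 min plus 1 h, RT | Signal: Bead flow cytometry, FITC channel | Buffer or medium: PBS with 0.05% Tween 20 and 0.1% BSA | Read-out basis: Percent drop in bead-associated FITC signal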
Keap1 Nrf2 FP – Keap1-Nrf2 (human) interaction inhibition; inhibition, % at 9.4 µM; 340,000 tested, 0.15% active; Keap1 Kelch-Nrf2 peptide fluorescence polarization, 1536-well; in the data active = inhibition above about 12%; inconclusive = no clear call, values can overlap the other calls; inactive = below about 7.3%;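 also: human Keap1 Kelch domain with fluorescein labeled Nrf2 9mer peptide probe; 0% = neutral control wells and 100% = peptide positive control; higher means more block of Keap1 binding to Nrf2 peptide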
* hit, by the source's call; u = inconclusive; x = not tested or not shown.

No.	SMILES	Arr AP2 block	Cardiac RTF inh	V-ATPase pHluor	CAL PDZ FP-1	DAGLB inhibitor	C-LANA FP	Pemphigus Ab inh	Keap1 Nrf2 FP	NSD2 HMT inh	CAL PDZ FP-2
1	CSc1nc(-c2ccc(C)cc2)nc(C(Cl)Cl)n1	10	-3	-1	-0.2	0	-0.2	x	-3	x	x
2	O=[N+]([O-])c1ccccc1CN1CCN(Cc2ccccn2)CC1	10	7	-1	-0.3	0	-0.2	101	2	-1	-4
3	Cc1ccc(C2=NS(=O)(=O)N(C)C(C(=O)NCc3ccccn3)=C2)cc1	-16	-1	2	-0.4	0	-1.5	97	-1	x	x
4	Nc1nn(-c2ccccc2)c(N)c1N=Nc1ccc2c(c1)OCO2	35	-1	2	0.7	1	0.1	98	-4	16	6
5	CC1(C)Cc2c(sc3nc(-c4cc5ccccc5o4)n(N)c(=O)c23)CO1	-7	-3	4	-2.7	-1	2.1	92	4	-12	x
6	COc1ccc(CN(C)C(=O)c2ccc(NS(=O)(=O)c3ccc(F)cc3)cc2)c(OC)c1OC	8	0	0	-2.3	-1	1.7	106	-1	0	-3
7	CN(Cc1cccc2cnccc12)C(=O)CCc1nnc(CCc2ccccc2)o1	-3	0	4	-1.1	-3	-0.9	88	2	-3	-4
8	CC(Oc1ccc(Br)cc1)C(=O)Nc1ccc(S(=O)(=O)N(C)C2CCN(C)CC2)cc1 (configuration not stated)	-15	4	-2	-0.4	0	0.4	118	-2	4	-5
9	CCOc1ccc(CCNC(=O)C2CC(=O)N(CCc3ccccc3)C2)cc1OCC (configuration not stated)	10	-8	2	-7.3	1	-2.2	x	-8	2	0
10	O=C(/C=C/c1ccc(OCCCF)cc1)NCc1ccc(Cl)c(Cl)c1	-5	-14	7	-1.1	-11	2.1	x	-3	0	-3
11	CN(c1ccc(F)cc1)S(=O)(=O)c1ccc(Cl)c(C(=O)NCC2CCCO2)c1 (configuration not stated)	8	-20	-3	-1.9	3	-0.1	102	3	-6	1
12	COC(=O)CN1C(c2ccccc2)=Nc2ccc(Cl)cc2C1c1ccccc1 (configuration not stated)	0	-3	2	-0.2	-1	-1.6	100	-3	0	-1
13	COC(=O)Cc1c(C)c2ccc(OCC(=O)N(C)C)cc2oc1=O	21	-6	-8	-1.2	0	-0.6	100	-1	-1	2
14	O=C(CN1CCC(C(=O)c2ccc(F)cc2)CC1)Nc1ccccc1Cl	47	-25	0	-2.0	-5	-1.1	x	1	x	-1
15	Cc1ccc(/C=C/C(=O)O)cc1S(=O)(=O)NC1CCS(=O)(=O)C1 (configuration not stated)	50	0	2	-1.3	0	-6.6	104	-5	-1	1
16	O=C(C1CCN(C2CCN(Cc3ccc4c(c3)CCO4)CC2)CC1)N1CCCC1	25	-4	-2	-0.5	-2	1.3	106	-1	-6	3
17	CCOc1ccc(CCNC(=O)CCNS(=O)(=O)c2ccc3c(c2)CCN3C(C)=O)cc1OCC	14	-10	1	0.5	-3	-0.9	103	0	-1	-5
18	O=C(CSc1n[nH]c(=O)[nH]c1=O)N/N=C/C=C/c1ccccc1	38	-5	0	-3.1	-1	-0.8	86	2	-1	2
19	O=C(Nc1nc2ccccc2[nH]1)C12CC3CC(CC(C3)C1)C2	-2	-4	-1	0.3	-4	0.6	96	-3	1	0
20	COc1ccc(-c2cc(C)no2)cc1S(=O)(=O)N1CCOc2ccc(C)cc21	-10	-5	1	-1.2	-1	-0.1	x	3	2	-2

Ordered by the number under NSD2 HMT inh (low to high): some entries from above
# | structure | NSD2 HMT inh
11 | CN(c1ccc(F)cc1)S(=O)(=O)c1ccc(Cl)c(C(=O)NCC2CCCO2)c1 (configuration not stated) | -6
2 | O=[N+]([O-])c1ccccc1CN1CCN(Cc2ccccn2)CC1 | -1
9 | CCOc1ccc(CCNC(=O)C2CC(=O)N(CCc3ccccc3)C2)cc1OCC (configuration not stated) | 2

Continuation.
No.	SMILES	Arr AP2 block	Cardiac RTF inh	V-ATPase pHluor	CAL PDZ FP-1	DAGLB inhibitor	C-LANA FP	Pemphigus Ab inh	Keap1 Nrf2 FP	NSD2 HMT inh	CAL PDZ FP-2
21	O=C(NNC(=O)c1ccc(O)cc1O)c1ccc(-c2ccccc2)cc1	-1	-10	-3	-1.4	3	6.2	113	-5	0	-3
22	CC12CCC(C(=O)N3CCCCC3)(CC1=O)C2(C)C (configuration not stated)	-7	-26	2	-1.5	1	-0.6	106	-3	-1	u
23	Cc1cc(C(F)F)nn1CC(=O)NC1CCCC1	19	0	0	-2.0	-2	-1.2	x	4	-1	4
24	C/C(CC(=O)Nc1ccc([N+](=O)[O-])cc1)=N/NC(=O)C1C2CCCCC21 (configuration not stated)	-5	-8	-4	-4.8	2	17	99	-1	9	x
25	CN1CCN(CCCCOc2ccc(F)cc2)CC1	2	-11	2	-2.9	0	0.8	x	-5	-1	-6
26	O=C(Nc1ccc(OC(F)(F)F)cc1)N1CCN(c2ccnc3cc(Cl)ccc23)CC1	36	-4	0	-0.4	-5	1.2	x	0	18	-12
27	CNc1cc(=O)n(C)c(=O)n1-c1ccccc1	-2	-4	2	-0.6	-1	-1.5	109	-2	-4	-4
28	Cc1ccc(C(=O)NC(=S)Nc2ccc(N3CCOCC3)cc2)c(C)c1	33	-14	-1	-0.4	-1	0.4	102	-4	2	-2
29	COc1ccc(S(=O)(=O)/N=C2/NC(=O)/C(=C\c3cc(OC)c(OC)cc3[N+](=O)[O-])S2)cc1	-1	-1	-3	0.3	8	-0.5	109	-3	x	7
30	O=C(NCC(c1ccco1)N1CCN(c2ccccc2)CC1)C1CCCCC1 (configuration not stated)	x	x	0	x	-6	x	102	x	1	x
31	Cc1ccccc1OCC(=O)NNC(=O)CSc1nc(N)cc(N)n1	-5	6	-1	x	4	-1.4	99	1	1	4
32	COc1ccc(CCN2C(=O)c3ccccc3NC2c2cc(Cl)c(O)c(OC)c2)cc1 (configuration not stated)	39	3	1	-2.4	1	0.1	x	4	x	-2
33	Cc1cccnc1NC(=O)/C=C/c1ccc2c(c1)OCO2	-3	1	-2	-1.4	0	1.0	111	-3	0	-3
34	O=C(Nc1c2c(nn1-c1ccccc1)CS(=O)(=O)C2)C1CC1	x	x	2	x	-1	x	98	x	-4	x
35	Cc1cc(C(=O)NNC(=O)c2ccc(F)cc2)c(C)s1	15	-7	-1	0.8	-2	x	93	6	24	-2
36	O=C(O)CCC(=O)Nc1nc2ccccc2s1	3	-2	-2	-1.4	0	3.8	98	-3	0	4
37	CS(=O)(=O)N1CCN=C1SCc1ccc(F)cc1	3	5	-2	-0.9	0	0.0	103	4	-14	-3
38	O=C(N/N=C(\Cc1ncc[nH]1)c1ccccc1)c1cccnc1	20	9	-1	-0.1	3	1.3	99	-6	-10	3
39	CCOC(=O)N1CCN(C(=O)c2cnn3ccccc23)CC1	2	-7	-3	-0.9	1	0.5	100	2	x	x
40	CC1(C)Cc2c(c(N3CCOCC3)nc3sc(C(=O)Nc4ccc(Cl)cc4)c(N)c23)CO1	18	5	-1	-2.2	1	0.6	100	0	-1	1
41	Cc1cc(S(=O)(=O)NCc2ccccc2)ccc1OCC(=O)NCC1CCCO1 (configuration not stated)	13	2	-1	0.2	-1	1.3	99	2	-6	-2
42	Cc1cc(C)n(CC(=O)NNC(=O)C2CC(=O)N(Cc3ccccc3Cl)C2)n1 (configuration not stated)	12	-6	-2	0.0	1	1.4	x	-2	-4	x
43	Cc1ccc(C(=O)C[n+]2cc(-c3ccc(C)cc3)n3c2CCCCC3)cc1	5	-3	7	-2.7	0	0.2	102	-1	3	x
44	COCC(C)N1CCC(Oc2ccc(C(=O)N3CCCC3)cc2)CC1 (configuration not stated)	-10	-3	-3	-2.2	-2	2.2	104	1	4	2
45	CCCCN(C)CCNC(=O)C(NC(=O)C1CCC(C)CC1)C(C)C (configuration not stated)	-4	-21	2	-1.1	0	0.9	105	-8	4	0
46	COc1cc(OC)cc(C(=O)Nc2cccc(NC(=O)c3cc(OC)cc(OC)c3)n2)c1	2	-7	-2	0.4	-1	0.3	94	-1	-1	-6
47	O=C1NCCN1Cc1ccc(F)cc1	4	-8	0	0.4	-3	-0.3	100	-5	2	x
48	Cn1c(SCC(=O)NCC2CCCO2)ncc(C(=O)Nc2ccc(Cl)cc2)c1=O (configuration not stated)	-9	-15	1	-3.3	0	2.8	100	-10	-3	0
49	CCc1sc(C(=O)NC)cc1Br	1	-5	0	-1.8	-2	1.2	98	-2	-5	-3
50	CC(CN1CCCC1)OC(=O)c1ccc(Cl)cc1 (configuration not stated)	2	-5	-6	-0.7	-1	-1.0	106	-3	2	-4
51	CC(Cc1c[nH]c2ccccc12)C(=O)N1CCN(c2ccccc2F)CC1 (configuration not stated)	6	-2	2	-1.8	-1	3.7	99	-4	10	-7
52	C[C@H](NC(=O)[C@H]1N2C(=O)c3ccccc3C2SC1(C)C)C(=O)N1CCC[C@H]1CO (some centres not stated)	13	0	6	0.2	-3	-0.7	103	-6	x	0
53	CCOC(=O)N1CCN(C(=O)c2cc3ccc(OC)cc3[nH]2)CC1	7	0	-1	0.8	-1	2.3	97	-1	-1	-2

Not all compounds are listed (hit frequency here may not be typical).
